Screening data: PubChem, University of Kansas High Throughput Screening Laboratory
Pf apPOL inh: Pf-apPOL DNA polymerase inhibition | Recombinant Pf-apPOL, molecular beacon fluorescence, 1.5 h | hit rate 0.25% among 210,000 | AID 1794808 | inhibition, % at 10 µM
mHTT-CaM PPI inh: inhibitors of human mutant huntingtin-calmodulin interaction. P42858. AlphaScreen His-mHTT/GST-CaM binding, luminescence. hit rate 3.6% among 190,000. inhibition, % at 15 µM;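 also: 0% = both proteins with DMSO and 100% = one protein alone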
Target sequence (P42858 whole entry, looked up, stated change not applied): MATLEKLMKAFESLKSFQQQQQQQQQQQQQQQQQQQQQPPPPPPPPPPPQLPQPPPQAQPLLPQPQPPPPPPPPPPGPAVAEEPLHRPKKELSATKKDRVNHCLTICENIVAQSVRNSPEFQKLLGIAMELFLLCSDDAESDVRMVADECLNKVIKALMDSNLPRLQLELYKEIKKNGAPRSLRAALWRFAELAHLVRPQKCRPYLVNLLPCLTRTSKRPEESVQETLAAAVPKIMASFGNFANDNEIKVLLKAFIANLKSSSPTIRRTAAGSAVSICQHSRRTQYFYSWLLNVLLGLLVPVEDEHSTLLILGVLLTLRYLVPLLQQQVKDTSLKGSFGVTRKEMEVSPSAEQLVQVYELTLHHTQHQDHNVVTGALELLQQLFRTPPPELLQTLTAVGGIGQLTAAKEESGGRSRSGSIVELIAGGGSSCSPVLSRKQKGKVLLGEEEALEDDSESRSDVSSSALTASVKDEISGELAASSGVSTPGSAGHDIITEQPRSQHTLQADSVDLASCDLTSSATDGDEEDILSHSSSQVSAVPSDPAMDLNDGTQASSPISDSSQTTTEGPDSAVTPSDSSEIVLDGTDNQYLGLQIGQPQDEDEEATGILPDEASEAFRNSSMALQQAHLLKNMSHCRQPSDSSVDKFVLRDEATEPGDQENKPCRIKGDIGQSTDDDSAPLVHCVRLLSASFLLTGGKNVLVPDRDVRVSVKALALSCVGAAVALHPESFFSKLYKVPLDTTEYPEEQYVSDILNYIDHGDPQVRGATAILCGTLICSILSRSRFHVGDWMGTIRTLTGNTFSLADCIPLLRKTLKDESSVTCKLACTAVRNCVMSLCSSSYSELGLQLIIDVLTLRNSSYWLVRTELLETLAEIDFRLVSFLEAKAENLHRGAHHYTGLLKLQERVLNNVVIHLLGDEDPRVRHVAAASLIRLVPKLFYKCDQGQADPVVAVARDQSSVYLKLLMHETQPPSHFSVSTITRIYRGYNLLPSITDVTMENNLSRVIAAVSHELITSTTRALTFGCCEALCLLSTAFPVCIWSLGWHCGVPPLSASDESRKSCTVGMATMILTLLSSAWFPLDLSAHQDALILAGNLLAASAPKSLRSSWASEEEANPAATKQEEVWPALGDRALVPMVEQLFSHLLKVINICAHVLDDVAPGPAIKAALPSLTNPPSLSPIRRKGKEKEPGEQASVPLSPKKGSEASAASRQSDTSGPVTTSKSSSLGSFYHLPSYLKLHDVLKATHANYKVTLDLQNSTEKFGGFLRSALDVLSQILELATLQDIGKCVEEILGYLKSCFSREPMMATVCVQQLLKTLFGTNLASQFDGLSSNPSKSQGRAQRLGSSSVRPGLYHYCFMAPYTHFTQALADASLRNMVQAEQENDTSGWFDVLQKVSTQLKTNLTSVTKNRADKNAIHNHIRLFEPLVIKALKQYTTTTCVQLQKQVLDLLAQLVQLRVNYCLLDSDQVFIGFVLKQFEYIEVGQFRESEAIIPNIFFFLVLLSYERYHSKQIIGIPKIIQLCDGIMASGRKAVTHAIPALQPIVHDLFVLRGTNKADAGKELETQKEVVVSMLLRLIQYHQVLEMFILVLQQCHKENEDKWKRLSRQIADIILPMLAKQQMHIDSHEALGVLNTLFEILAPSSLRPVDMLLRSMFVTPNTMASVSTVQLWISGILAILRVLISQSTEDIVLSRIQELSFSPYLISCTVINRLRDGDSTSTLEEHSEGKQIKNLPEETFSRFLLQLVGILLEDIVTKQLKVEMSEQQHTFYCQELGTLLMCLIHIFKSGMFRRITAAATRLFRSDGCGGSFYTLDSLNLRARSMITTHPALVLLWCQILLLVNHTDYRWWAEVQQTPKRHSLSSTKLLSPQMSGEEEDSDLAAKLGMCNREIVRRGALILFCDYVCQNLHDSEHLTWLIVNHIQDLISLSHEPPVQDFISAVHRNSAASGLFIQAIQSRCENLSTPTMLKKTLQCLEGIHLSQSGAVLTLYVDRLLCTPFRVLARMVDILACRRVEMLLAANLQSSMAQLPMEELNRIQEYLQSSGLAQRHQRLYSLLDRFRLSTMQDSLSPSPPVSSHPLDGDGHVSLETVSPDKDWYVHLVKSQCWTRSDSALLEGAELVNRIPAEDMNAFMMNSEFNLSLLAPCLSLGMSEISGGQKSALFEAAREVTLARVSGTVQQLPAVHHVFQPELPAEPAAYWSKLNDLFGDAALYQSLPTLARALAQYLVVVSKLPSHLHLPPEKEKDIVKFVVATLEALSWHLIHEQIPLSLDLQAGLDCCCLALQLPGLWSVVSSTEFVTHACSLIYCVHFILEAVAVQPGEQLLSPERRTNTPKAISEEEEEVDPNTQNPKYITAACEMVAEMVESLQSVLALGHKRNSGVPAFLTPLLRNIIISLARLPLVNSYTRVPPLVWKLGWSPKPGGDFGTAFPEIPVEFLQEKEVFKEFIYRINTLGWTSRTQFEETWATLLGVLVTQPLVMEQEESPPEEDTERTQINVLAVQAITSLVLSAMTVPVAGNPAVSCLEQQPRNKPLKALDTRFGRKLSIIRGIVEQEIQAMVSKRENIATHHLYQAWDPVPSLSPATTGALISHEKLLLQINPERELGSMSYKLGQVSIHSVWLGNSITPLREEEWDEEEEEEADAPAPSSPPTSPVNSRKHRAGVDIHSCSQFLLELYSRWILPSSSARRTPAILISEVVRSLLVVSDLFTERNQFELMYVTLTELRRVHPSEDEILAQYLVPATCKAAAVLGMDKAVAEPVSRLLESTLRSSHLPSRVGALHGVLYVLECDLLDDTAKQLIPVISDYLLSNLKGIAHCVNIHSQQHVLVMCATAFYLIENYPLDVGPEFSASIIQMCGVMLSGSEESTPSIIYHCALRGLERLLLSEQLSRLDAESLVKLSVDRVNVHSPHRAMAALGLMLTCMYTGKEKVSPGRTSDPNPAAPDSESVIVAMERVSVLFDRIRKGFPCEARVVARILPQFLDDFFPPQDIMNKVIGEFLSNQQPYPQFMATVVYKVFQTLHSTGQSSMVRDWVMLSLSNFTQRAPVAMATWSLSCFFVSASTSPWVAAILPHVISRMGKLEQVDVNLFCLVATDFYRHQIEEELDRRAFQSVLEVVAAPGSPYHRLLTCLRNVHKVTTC
* marks the source's active call; other numbers are inactive results; . = no result given. Rule as the data show it: active = inhibition above about 50%; inactive = the rest. Rows are unselected; about 3.7% have a hit in one of these screens.

Every second line gives: Pf apPOL inh | mHTT-CaM PPI inh
CC(=O)N1CCc2sc(C(=O)N3CCN(C4CCCCC4)CC3)cc2C1
    1 | 6
Cc1c(N2CCOCC2)c(C)n(Cc2cccc(F)c2)c1C(=O)NC1CC1
    2 | 11
COc1cccc2cc(C(N)=O)c(=Nc3ccc(C(F)(F)F)cc3)oc12
    4 | -12
O=C(Nc1ccc2c(c1)OCCO2)c1ccc(CSC2CCCCC2)cc1
    0 | 2
COc1cc(OC)c2ccc(=O)oc2c1C(CCN1CCN(c2ccccc2)CC1)c1ccc(N(C)C)cc1 (stereo not drawn)
    -2 | 84*
CCn1cc(CN2CCN(c3ncccn3)CC2)ccc1=O
    -2 | -19
COc1cc(C)ccc1OCCOc1ccccc1F
    -6 | -43
O=C(Nc1nnc(-c2ccc(Br)s2)o1)c1c(F)cccc1F
    -3 | -4
O=C(CCn1c(=O)c2sccc2n(CC(=O)NCc2ccco2)c1=O)NCc1ccccc1
    4 | -6
CN(CCNC(=O)c1cn(C2CCCC2)c(=O)c2c1c1ccccc1n2C)Cc1ccccc1
    3 | 27
CC12COC3(C(=O)Nc4ccc(Cl)cn4)CC1CCC32C (stereo not drawn)
    1 | -5
COc1ccc(-c2noc(COc3ccc(Cl)cc3Cl)n2)cc1OC
    -8 | -13
COCCn1cc(C(=O)NC(C)C)c2c3ccccc3n(C)c2c1=O
    1 | 5
COc1cccc(C2CC(c3ccccc3O)=NC3(CCN(C(C)=O)CC3)N2)c1O (stereo not drawn)
    -1 | 38
O=C(CC1c2ncccc2C(=O)N1c1ccccc1)N1CCOCC1 (stereo not drawn)
    1 | -1
COc1ccc(CCNc2oc(COc3ccccc3C)nc2C#N)cc1
    -3 | 52*
CC(C)c1ccc(NC(=O)C2CCCN(c3cnn(Cc4ccccc4)c(=O)c3)C2)cc1 (stereo not drawn)
    -9 | 0
O=C(NCCN1CCOCC1)C1CCN(c2ccccc2Br)C1=O (stereo not drawn)
    -7 | -4
COc1ccccc1NC(=O)CN1CCN(CC(=O)Nc2ccc(F)cc2F)CC1
    -6 | -6
N#CCCN(CC1CCCO1)C(=S)NC1CC2C=CC1C2 (stereo not drawn)
    -11 | .
Cc1ccccc1-c1ccc(N2CCN(C(=O)Cc3cccs3)CC2)nn1
    -5 | 2
O=c1[nH]nc(-c2ccc(F)cc2)cc1-c1ccccc1
    -7 | .
O=C(Cc1ccccc1)Nc1ccc2oc(-c3ccccc3Cl)nc2c1
    3 | -7
COc1ccccc1CC(=O)N1CCCC1c1cc(C)on1 (stereo not drawn)
    1 | -4
CCN(CC)C(=O)Oc1c(I)cc(Cl)c2cccnc12
    -9 | -1
COC(=O)C1=C(C)N(C)C(=S)NC1c1ccc(OC)c(OC)c1 (stereo not drawn)
    0 | 3
O=[N+]([O-])c1ccc(-c2nnc(SCc3ccccc3)o2)cc1
    13 | 0
O=C(C1CN(S(=O)(=O)c2cccnc2)CC12CCCCC2)N1CCSCC1 (stereo not drawn)
    8 | 5
CN(Cc1ccccc1)C(=O)c1cccc(NC(=O)C2C3CC4OC(=O)C2C4C3)c1 (stereo not drawn)
    -11 | 4
Cc1[nH]c2ccccc2c1SCCNC(=O)c1ccc(Br)cc1
    0 | 28
CC1(C)CN(C2CCCCC2)C(=O)[C@H]1CC(=O)Nc1ccccc1
    0 | 17
Cc1ccc(C(=O)N2CCCCC2CCN2CCCCCC2)cc1 (stereo not drawn)
    -7 | -4
O=C(O)c1ccc(N2CCN(CCO)CC2)c([N+](=O)[O-])c1
    -4 | -4
Cc1ccc(CNC(=O)c2cnn3c(C)c(Cc4ccccc4C)c(C)nc23)cc1
    -7 | 0
COc1ccc(CNCc2ccc(C)cc2)c(OC)c1
    0 | -13
COc1ccc(-c2c3c(=O)n(C)c(=O)n(C)c3cn2C)cc1
    90* | 3
CC(C)C1C(=O)N(Cc2cn(CCC3OCCO3)nn2)CCS(=O)(=O)N1Cc1ccc(-c2cccc(N(C)C)c2)cc1 (stereo not drawn)
    -1 | 68*
Cc1ccc(CC(=O)c2cccnc2)cc1
    -32 | .
CCc1noc(-c2cccnc2N2CCCN(Cc3cccc(C(F)(F)F)c3)CC2)n1
    1 | -31
CCOc1ccc(S(=O)(=O)Nc2ccccc2CC)c2cccnc12
    -3 | 13
O=c1c2c(ncn2Cc2cccc(F)c2)n(-c2ccc(F)cc2)c(=O)n1CC1CC1
    -2 | -4
Cc1ccc(C)c(N2CCN(C(=O)C3CCC3)C(C)C2=O)c1 (stereo not drawn)
    -3 | 0
CCc1ccccc1NC(=O)c1nc(N(C)C)c2c(C)cc(C)nc2n1
    0 | -14
CC(=O)Nc1nonc1N1C(=N)S/C(=C\c2ccc(-c3ccc([N+](=O)[O-])cc3)o2)C1=O
    -15 | 12
Cn1cc(-c2ccncc2)cc1C(=O)N1CCOCC1
    1 | -2
Cc1ccc(C)n1-c1ccc(C(=O)NN)c(Cl)c1
    2 | 31
COc1ccc(S(=O)(=O)Nc2ccc(N3CCOCC3)cc2)cc1[N+](=O)[O-]
    -5 | 12
Cc1cc(C)n(C(=O)COc2ccccc2)n1
    -3 | -5
COc1ccccc1-c1nc(C2CCN(C(=O)c3ccc(C(C)C)cc3)CC2)no1
    5 | 4
CCN(CC)S(=O)(=O)c1ccc(OC)c(NC(=O)c2cc(OC)c(OC)c(OC)c2)c1
    -4 | 0
O=C(c1cc(F)ccc1F)N1CCCC2(C1)NC(=O)N(Cc1cccc(Cl)c1)C2=O (stereo not drawn)
    -1 | 6
CCCNc1nc(C)nc2c1cnn2-c1cccc(Cl)c1
    -2 | -20
O=C(Cn1c(=O)sc2ccccc21)Nc1ccccc1C(=O)O
    -9 | -6
COc1cc(-n2c(C)nc3cc(C(=O)NC4CCCCC4C)ccc32)cc(OC)c1OC (stereo not drawn)
    -3 | 34
CCOC(=O)C1CCC(CNC(=O)N2CCCC2c2c(C)noc2C)CC1 (stereo not drawn)
    -2 | 2
O=C(CC1CCCC1)N1CCC(c2nc(-c3ccncc3)n[nH]2)CC1
    7 | -3
Fc1ccc(-c2cn(-c3ccccc3)c(=Nc3ccccc3)s2)cc1F
    0 | .
CC(=O)NC(c1ccc(C)cc1)c1cc([N+](=O)[O-])c2cccnc2c1O (stereo not drawn)
    -7 | 100*
COc1ccccc1C(=O)Nc1ccc(Br)cc1C
    -8 | -11
CC(C)C(=O)NCc1csc(C2CCCN(C(=O)Cc3ccc(F)cc3)C2)n1 (stereo not drawn)
    -2 | 14

The results go on:
SMILES	Pf apPOL inh	mHTT-CaM PPI inh
CCc1noc(-c2cccn2Cc2cccc(F)c2)n1	-3	-61
Cc1cc(Br)ccc1NC(=O)c1ccc2c(c1)C(=O)N(CC1CCCO1)C2=O (stereo not drawn)	-2	-3
Cc1ccc(CNC(=O)N2CCC3(CC2)Nc2cc(F)ccc2-n2cccc23)cc1	-2	66*
O=C(c1nccc2ccccc12)N1CCCC1(CO)Cc1ccccc1 (stereo not drawn)	-2	2
CC(C)c1ccc(NC(=O)CN(c2ccc(F)cc2)S(C)(=O)=O)cc1	-11	-2
N#CC(=Cc1[nH]c2ccccc2c1O)C(N)=NCc1ccccc1	-5	33
Cn1nnc2c(SCC(=O)NCc3ccco3)ncnc21	9	-10
CN(C)[C@@H]1CCN(c2cccc3c2S(=O)(=O)N2CC[C@H](C2)O3)C1	-4	-14
COc1ccc(NC(=O)c2nn(-c3ccc(Cl)cc3)c(=O)c3ccccc23)cc1OC	1	26
CN1CCc2cc(NC(=O)Nc3cccnc3)ccc21	-10	.
Cc1c(C(=O)NCCc2ccccc2)oc2ccc(S(=O)(=O)N3CCCCCC3)cc12	0	-10
CN(C)C=C1C(=O)c2sccc2N(C)S1(=O)=O	46	.

One compound at a time (already shown):
`Cc1cc(Br)ccc1NC(=O)c1ccc2c(c1)C(=O)N(CC1CCCO1)C2=O` (stereo not drawn) as listed: Pf apPOL inh: -2; mHTT-CaM PPI inh: -3
`CN1CCc2cc(NC(=O)Nc3cccnc3)ccc21` as listed: Pf apPOL inh: -10; mHTT-CaM PPI inh: .

(more compounds)
SMILES	Pf apPOL inh	mHTT-CaM PPI inh
CCNc1nc(NCC)n2c(SCC(=O)c3ccccc3)nnc2n1	1	-1
COc1ccccc1Nc1nc(N)nc(C(F)(F)F)n1	-4	-6
COCCn1c(C2CCN(C(=O)Nc3ccc(OC)cc3)C2)nc2cccnc21 (stereo not drawn)	-6	-3
CCC(=O)Nc1ccc2nc(SCC(=O)Nc3ccccc3C(F)(F)F)sc2c1	-1	-3
CCOC(=O)c1c(NC(=O)CSc2nnnn2-c2ccc(OC)cc2)sc(C)c1C	-5	5
C[C@H]1COc2cccc(N3CCC[C@@H]3CO)c2S(=O)(=O)N1	-1	-3
COc1ccc(C2CC(c3cccc(OC)c3)Nc3nc(N)nn32)cc1 (stereo not drawn)	-3	17
N#Cc1c2c(c(N3CCCC3)n3c1nc1ccccc13)CCC2	5	-1
CCCCC[C@H](C)N1C[C@H](COCc2ccccc2)Oc2cc(N3CC[C@H](O)C3)ccc2S1(=O)=O	-13	96*
O=C(Nc1ccc(F)c(F)c1)C1CCCN(C(=O)Cc2cccc3ccccc23)C1 (stereo not drawn)	0	-2
COc1ccc(C(=O)NC(CO)(CO)CO)cc1OC	5	-4
CC1(O)CCN(CC2CCCCC2)CC1N1CCCC1 (stereo not drawn)	-6	2
Cc1cc(SCc2ccccc2)n2ncnc2n1	-1	-7
O=C(/C=C/c1ccc(-c2ccccc2Cl)o1)c1ccco1	-6	38
O=c1/c(=C/c2ccc(Br)cc2)sc2nnc(-c3ccccc3)n12	-7	-1
CCCNC(=O)C1CC(c2ccc(OC)c(OC)c2)=NO1 (stereo not drawn)	-5	-2
O=C1NCc2ccccc2C1(c1ccc(F)cc1)c1ccc(F)cc1	-10	3
Cc1cc2n(n1)CCC(=O)N2CCCC(=O)N1CCN(C2CCCCC2)CC1	-3	0
O=C(CSCc1ccccc1)Nc1nnc(/C=C/c2ccccc2)s1	1	-4
COc1ccccc1C(=O)N1CCN(c2ccccc2OC)C(=O)C1C (stereo not drawn)	3	-3
COc1cc(-c2ccc(NC(=O)c3ccc(C)o3)c(OC)c2)ccc1NC(=O)c1ccc(C)o1	0	1
COc1ccc(CCC(C)=C2C(=O)Nc3ccccc32)cc1	0	.
O=C(Cn1nc2c(cc1=O)CCCC2)Nc1ccc2c(c1)OCCO2	-3	10
COc1cccc(CNC(=O)CN2C(=O)NC3(CCC(C(C)(C)C)CC3)C2=O)c1 (stereo not drawn)	-4	3

Two entries from above, field by field:
CCCNC(=O)C1CC(c2ccc(OC)c(OC)c2)=NO1 (stereo not drawn)
- Pf apPOL inh: -5
- mHTT-CaM PPI inh: -2

O=C(CSCc1ccccc1)Nc1nnc(/C=C/c2ccccc2)s1
- Pf apPOL inh: 1
- mHTT-CaM PPI inh: -4

The listing picks up, repeating the six entries before the break.
SMILES	Pf apPOL inh	mHTT-CaM PPI inh
O=C(CSCc1ccccc1)Nc1nnc(/C=C/c2ccccc2)s1	1	-4
COc1ccccc1C(=O)N1CCN(c2ccccc2OC)C(=O)C1C (stereo not drawn)	3	-3
COc1cc(-c2ccc(NC(=O)c3ccc(C)o3)c(OC)c2)ccc1NC(=O)c1ccc(C)o1	0	1
COc1ccc(CCC(C)=C2C(=O)Nc3ccccc32)cc1	0	.
O=C(Cn1nc2c(cc1=O)CCCC2)Nc1ccc2c(c1)OCCO2	-3	10
COc1cccc(CNC(=O)CN2C(=O)NC3(CCC(C(C)(C)C)CC3)C2=O)c1 (stereo not drawn)	-4	3
CC(=O)c1cc(F)c(N2CCN(C(=O)c3cc(F)c(F)cc3Br)CC2)cc1C	0	9
CSc1ccccc1C(=O)NCC1CN(c2ccc3c(c2)OCO3)C(=O)O1 (stereo not drawn)	-1	-16
CCCCc1ccc(NC(=O)C(C)NC(=O)C23CC4CC(CC(C4)C2)C3)cc1 (stereo not drawn)	-8	-12
Cc1c(C(=O)NC2CCC(C)CC2)oc2ccc(S(=O)(=O)N3CCC4(CC3)OCCO4)cc12 (stereo not drawn)	-2	17
Nc1nc2n(n1)C(c1ccccc1)C=C(c1ccccc1)N2 (stereo not drawn)	-9	-3
O=C(Nc1ccc(S(=O)(=O)Nc2ncccn2)cc1)c1ccccc1Cl	-4	2
O=C(Nc1ccc(-c2nc3ccccc3s2)c(O)c1)c1cc(Cl)ccc1Cl	4	-12
O=C(Nc1ccccc1C(F)(F)F)c1ccc(N2CCCC2)nn1	-3	-25
O=C(NCc1ccncc1)C1CN(C(=O)c2ccccc2)CC12CCCCC2 (stereo not drawn)	-3	2
COc1ccc(S(=O)(=O)Nc2ccc(N3CCOCC3)cc2)cc1	-10	-4
COc1ccccc1NC(=O)Cn1cc(-c2ccccc2)oc1=O	2	6
COc1ccc(Cl)cc1NC(=O)C1CC(=O)N(c2cccc(NC(C)=O)c2)C1 (stereo not drawn)	0	-3
CCC(NS(=O)(=O)c1ccc(OC)c(OC)c1)C12CC3CC(CC(C3)C1)C2 (stereo not drawn)	-2	2
C/C(Nc1ccc(Cl)cc1)=C(/C#N)C(N)=O	-6	-2
CC(C)n1cc(C2=CCN(S(=O)(=O)Cc3ccc(Cl)cc3)CC2)c2cccnc21	-6	17
Cc1nn(-c2cc(Cl)ccc2[N+](=O)[O-])c(=O)c2ccccc12	-1	10
CCOc1ccccc1C(=O)N1CCCC(COc2cccc(C(=O)N3CCCC3)c2)C1 (stereo not drawn)	-6	-4
CSc1ccc(/C=C2\N=C(c3ccc(C)c([N+](=O)[O-])c3)OC2=O)cc1	-1	8
CCNc1cc(N2CCC(CCC(=O)Nc3ccc(OC)cc3C)CC2)ncn1	-10	-2
CC1CCN(CC2CCN(S(=O)(=O)c3ccccc3Cl)CC2)CC1	2	-4
CC(C)c1ccccc1NS(=O)(=O)c1ccc([N+](=O)[O-])cc1	3	19
O=[N+]([O-])c1ccc(N2CCOCC2)c(S(=O)(=O)N2CCOCC2)c1	.	-3
